High-throughput results as filed in PubChem.
LRH-1 inv ag: NR5A2 inverse agonism in reporter assay | actives 0.13% (n = 360,000) | inhibition, % at 3.6 µM | HEK293T StAR-luciferase reporter, LRH-1 transfected, 24 h | AID 602396;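 active = inhibition above the mean inhibition of all tested compounds plus 3 SD, cut at about 73% in these data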;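 note: 0% = DMSO wells and 100% = reporter-only cells lacking LRH-1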
TROY signal inh: inhibitors of TROY-dependent NF-kB signaling; Q293 LMP1-TROYcd NF-kB luciferase reporter, 4 h; inhibition, % at 10 µM; actives 0.98% (n = 360,000);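 active = compounds whose plate-normalised and pattern-corrected inhibition of the luciferase reporter signal at the single screening dose is 50% or more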
CF NFkB inh: inhibitors of cystic fibrosis induced NF-kB; KKLEB NF-kB-GFP reporter, PAF-induced, GFP fluorescence overnight; inhibition, % at 5 µM; actives 0.86% (n = 360,000);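 active = at least 50% inhibition at 5 µM, scaled per plate between neutral and stimulator controls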;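 note: PAF is a Pseudomonas aeruginosa culture filtrate used as stimulus; plate controls were PAF-stimulated DMSO wells for no effect and unstimulated DMSO wells for full effect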
NCOA3 inh: human NCOA3 inhibition; inhibition, % at 3.6 µM; HEK293 GAL4-SRC3 luciferase reporter, luminescence; Q9Y6Q9; actives 0.17% (n = 360,000);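 active = inhibition above a per-campaign cutoff, the mean of all compounds plus 3 SD, cut at about 60% in these data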;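 note: 0% = DMSO-treated cells and 100% = gossypol-treated cells at 36 µM; higher means less SRC3-driven luciferase light from the GAL4 reporter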
Target sequence (Q9Y6Q9 whole entry, looked up, the tested form may be a part): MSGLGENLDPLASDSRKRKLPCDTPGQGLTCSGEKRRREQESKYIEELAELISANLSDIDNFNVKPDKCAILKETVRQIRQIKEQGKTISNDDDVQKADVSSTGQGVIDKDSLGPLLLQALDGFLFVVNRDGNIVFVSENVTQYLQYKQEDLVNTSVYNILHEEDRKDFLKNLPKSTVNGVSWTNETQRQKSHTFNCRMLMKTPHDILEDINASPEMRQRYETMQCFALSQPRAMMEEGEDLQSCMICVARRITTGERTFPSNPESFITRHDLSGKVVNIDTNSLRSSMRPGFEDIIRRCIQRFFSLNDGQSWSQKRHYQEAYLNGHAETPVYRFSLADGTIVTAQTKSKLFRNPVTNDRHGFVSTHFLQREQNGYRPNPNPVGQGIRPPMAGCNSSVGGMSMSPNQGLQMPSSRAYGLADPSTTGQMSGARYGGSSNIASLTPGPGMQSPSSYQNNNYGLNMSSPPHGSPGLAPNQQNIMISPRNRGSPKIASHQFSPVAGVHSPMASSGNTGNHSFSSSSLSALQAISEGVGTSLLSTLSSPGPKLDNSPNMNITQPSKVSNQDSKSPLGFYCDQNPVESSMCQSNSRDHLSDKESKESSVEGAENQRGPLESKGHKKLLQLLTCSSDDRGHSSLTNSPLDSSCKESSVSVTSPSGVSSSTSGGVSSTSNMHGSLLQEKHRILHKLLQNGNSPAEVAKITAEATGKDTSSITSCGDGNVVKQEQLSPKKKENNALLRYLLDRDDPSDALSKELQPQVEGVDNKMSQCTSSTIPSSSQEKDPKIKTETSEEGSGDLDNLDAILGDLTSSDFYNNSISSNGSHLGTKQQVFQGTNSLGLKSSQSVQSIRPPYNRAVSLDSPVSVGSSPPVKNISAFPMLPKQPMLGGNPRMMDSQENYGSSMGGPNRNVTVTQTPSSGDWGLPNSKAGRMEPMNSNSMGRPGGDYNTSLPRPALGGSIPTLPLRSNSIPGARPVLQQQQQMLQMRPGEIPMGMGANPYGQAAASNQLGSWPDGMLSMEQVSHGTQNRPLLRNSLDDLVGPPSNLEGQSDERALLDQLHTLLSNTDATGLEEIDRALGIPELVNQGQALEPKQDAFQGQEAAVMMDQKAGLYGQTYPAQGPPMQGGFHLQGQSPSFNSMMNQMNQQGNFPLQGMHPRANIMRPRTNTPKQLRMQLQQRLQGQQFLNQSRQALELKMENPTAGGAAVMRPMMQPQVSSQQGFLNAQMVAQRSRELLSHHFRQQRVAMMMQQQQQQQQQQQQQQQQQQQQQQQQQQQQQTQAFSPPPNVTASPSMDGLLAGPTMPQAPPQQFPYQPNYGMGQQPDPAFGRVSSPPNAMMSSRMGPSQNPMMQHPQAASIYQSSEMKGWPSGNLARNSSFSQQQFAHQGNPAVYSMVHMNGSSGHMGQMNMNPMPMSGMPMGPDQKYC
NCOA2 inhibitor: human SRC2 (NCOA2) inhibition; actives 0.17% (n = 370,000); inhibition, % at 9 µM; Q15596; HEK293 GAL4-SRC2 luciferase reporter, luminescence;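 active = inhibition above the mean inhibition of all tested compounds plus 3 SD, set per campaign, cut at about 52% in these data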;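 note: 0% = DMSO treated cells and 100% = cells given Gossypol at 36 µM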
KKLEB tox: counter-screen for CF NF-kB inhibitors: cytotoxicity; KKLEB CF airway cells viability, ATPlite luminescence, overnight; hits give low values; cells stimulated with P. aeruginosa culture filtrate; activity change (cytotoxicity), % at 5 µM; actives 0.36% (n = 360,000); AID 602141;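 active = corrected activity change at or below -50% at 5 µM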
TWEAK Fn14 block: inhibitors of TWEAK-Fn14 interaction signaling. inhibition, % at 10 µM. TWEAK-stimulated Fn14 reporter cells, luciferase luminescence, 8 h. actives 2% (n = 360,000); in the data active = inhibition above about 50%
LMP1 NFkB inh: Epstein-Barr LMP1 NF-kappaB reporter inhibition; LMP1-induced NF-kappaB luciferase reporter cells, luminescence; inhibition, % at 12.5 µM; actives 0.69% (n = 350,000); in the data active = inhibition above about 41%;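 note: 0% = neutral control wells and 100% = reference inhibitor control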
SRC1 inh: human NCOA1 inhibition | AID 588354 | HEK293 GAL4-SRC1 luciferase reporter, luminescence | Q15788 | inhibition, % at 3.6 µM | actives 0.12% (n = 360,000);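 active = inhibition above the campaign mean plus 3 SD, with each screening campaign given its own cutoff, cut at about 60% in these data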;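 note: 0% = DMSO treated cells and 100% = gossypol at 36 µM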
TRAIL sens C8: caspase-8 TRAIL sensitization; NB7+C8 cells + TRAIL, ATPlite viability luminescence; inhibition (viability loss, TRAIL sensitization), % at 10 µM; actives 1% (n = 360,000);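 active = compounds causing at least 50% loss of cell viability in the single-dose screen, relative to plate controls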
COUP-TFII inh: blocks human COUP-TFII nuclear receptor. P24468. HEK293T NGFI-A luciferase reporter, luminescence. inhibition, % at 8.6 µM. actives 0.7% (n = 370,000). AID 686940;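 active = inhibition above a per-plate cutoff, mean inhibition of test wells between control levels plus 3 SD, cut at about 38% in these data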;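 note: cells cotransfected with COUP-TFII expression vector driving the NGFI-A reporter; 0% = median of COUP-TF2 test wells and 100% = reporter-only cells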
* = called active by the depositor.

Screening CCOC(=O)c1c(N)sc(C(=O)N2CCOCC2)c1C returned LRH-1 inv ag -12.2, TROY signal inh 8.4, CF NFkB inh 16.7, NCOA3 inh -8.2, NCOA2 inhibitor 12.5, KKLEB tox 2.3, TWEAK Fn14 block 15.0, LMP1 NFkB inh -2.5, SRC1 inh -5.7, TRAIL sens C8 2.6 and COUP-TFII inh 0.0.
N#Cc1cc(S(=O)(=O)c2ccccc2)c(N)[nH]c1=O was read as LRH-1 inv ag -9.2, TROY signal inh 9.1, CF NFkB inh 11.2, NCOA3 inh 13.3, NCOA2 inhibitor 7.2, KKLEB tox 3.5, TWEAK Fn14 block 3.1, LMP1 NFkB inh 6.4, SRC1 inh 3.7, TRAIL sens C8 4.7 and COUP-TFII inh -1.1.
Cc1ccc(SCC(=O)Nc2ccc3c(c2)C(=O)N(C)C3=O)cc1 was read as LRH-1 inv ag 2.5, TROY signal inh -5.0, CF NFkB inh 0.4, NCOA3 inh 7.2, NCOA2 inhibitor -1.7, KKLEB tox -3.1, TWEAK Fn14 block 24.4, LMP1 NFkB inh -3.6, SRC1 inh -22.7, TRAIL sens C8 -8.5 and COUP-TFII inh -25.2.
For CC(C)N(Cc1cn(C)nc1-c1cccc(Cl)c1)CC1CCC(=O)N1 (centres undefined) the results were LRH-1 inv ag 9.8, TROY signal inh 11.1, CF NFkB inh 14.4, NCOA3 inh -1.9, NCOA2 inhibitor 16.7, KKLEB tox -24.8, TWEAK Fn14 block -5.9, LMP1 NFkB inh -4.8, SRC1 inh 13.1, TRAIL sens C8 3.9 and COUP-TFII inh -9.2.
CCc1sc(NC(C)=O)nc1-c1ccccc1 was read as LRH-1 inv ag 14.6, TROY signal inh -24.2, CF NFkB inh -14.5, NCOA3 inh 0.3, NCOA2 inhibitor 4.9, KKLEB tox -4.9, TWEAK Fn14 block 29.5, LMP1 NFkB inh 6.8, SRC1 inh 7.9, TRAIL sens C8 -3.1 and COUP-TFII inh -3.8.
`O=C1NC(=O)C(c2ccc(Cl)cc2)N1` (centres undefined) gave LRH-1 inv ag -13.2, TROY signal inh 11.0, CF NFkB inh -0.7, NCOA3 inh 8.7, NCOA2 inhibitor -12.6, KKLEB tox 1.5, TWEAK Fn14 block -13.8, LMP1 NFkB inh -11.1, SRC1 inh 3.4, TRAIL sens C8 11.2 and COUP-TFII inh -22.4.
Screening O=C(Cn1c(SCC(=O)N2CCc3ccccc3C2)nc2ccccc21)NC1CCCC1 returned LRH-1 inv ag 5.6, TROY signal inh -20.0, CF NFkB inh -5.9, NCOA3 inh -10.8, NCOA2 inhibitor 0.4, KKLEB tox -11.6, TWEAK Fn14 block 3.0, LMP1 NFkB inh -4.0, SRC1 inh -48.4, TRAIL sens C8 -8.0 and COUP-TFII inh 23.3.
`COCC1CCN(Cc2cn(C)nc2-c2cccc(Cl)c2)C1` (centres undefined) gave LRH-1 inv ag -0.5, TROY signal inh -17.4, CF NFkB inh -2.5, NCOA3 inh 1.7, NCOA2 inhibitor -10.6, KKLEB tox 2.2, TWEAK Fn14 block -6.9, LMP1 NFkB inh 0.6, SRC1 inh 3.6, TRAIL sens C8 -3.6 and COUP-TFII inh 6.9.
Screening Cc1ccc(C(=O)Nc2nc3ccc(S(C)(=O)=O)cc3s2)s1 returned LRH-1 inv ag -88.5, TROY signal inh -25.2, CF NFkB inh 33.3, NCOA3 inh -106.2, NCOA2 inhibitor -65.0, KKLEB tox -14.5, TWEAK Fn14 block 6.4, LMP1 NFkB inh -5.4, SRC1 inh -100.0, TRAIL sens C8 41.6 and COUP-TFII inh -36.1.
`O=C(CN1CCN(Cc2ccccc2)CC1)N/N=C/c1c[nH]c2ccccc12` gave LRH-1 inv ag 6.9, TROY signal inh -35.3, CF NFkB inh 12.4, NCOA3 inh 7.3, NCOA2 inhibitor -3.8, KKLEB tox -8.0, TWEAK Fn14 block -4.1, LMP1 NFkB inh -6.7, SRC1 inh 12.2, TRAIL sens C8 8.2 and COUP-TFII inh -6.7.
For COc1cccc(/C=C/C(=O)OC(C)C(=O)Nc2c(C)n(C)n(-c3ccccc3)c2=O)c1 (centres undefined) the results were LRH-1 inv ag 11.2, TROY signal inh 3.1, CF NFkB inh 11.0, NCOA3 inh 3.0, NCOA2 inhibitor 14.3, KKLEB tox 14.5, TWEAK Fn14 block 10.5, LMP1 NFkB inh 4.4, SRC1 inh 14.0, TRAIL sens C8 -1.8 and COUP-TFII inh -6.5.
Screening Cc1cc(N2CCN(Cc3cn(C)nc3-c3cccc(Cl)c3)CC2)cc(C)n1 returned LRH-1 inv ag 8.5, TROY signal inh 24.9, CF NFkB inh 22.3, NCOA3 inh 14.1, NCOA2 inhibitor 22.6, KKLEB tox -16.8, TWEAK Fn14 block 8.4, LMP1 NFkB inh -12.2, SRC1 inh 8.4, TRAIL sens C8 4.0 and COUP-TFII inh -0.5.
COc1ccc(NC(=O)N2CCOCC2)cc1 was read as LRH-1 inv ag -6.0, TROY signal inh -13.6, CF NFkB inh -5.1, NCOA3 inh -30.0, NCOA2 inhibitor -9.3, KKLEB tox -0.5, TWEAK Fn14 block -13.2, LMP1 NFkB inh -8.9, SRC1 inh -1.2, TRAIL sens C8 -17.9 and COUP-TFII inh 5.2.
`CCC(C)[C@H](NC(=O)NC1CCN(Cc2ccccc2)CC1)C(=O)OC` (some centres undefined) gave LRH-1 inv ag 2.0, TROY signal inh -5.7, CF NFkB inh -4.3, NCOA3 inh 6.4, NCOA2 inhibitor -11.6, KKLEB tox -14.8, TWEAK Fn14 block 3.6, LMP1 NFkB inh -8.4, SRC1 inh -14.2, TRAIL sens C8 3.1 and COUP-TFII inh -8.3.
Screening C[C@@H]1CN([C@H](C)CO)C(=O)CCCn2nncc2CO[C@@H]1CN(C)S(=O)(=O)c1ccc(Oc2ccccc2)cc1 returned LRH-1 inv ag -5.6, TROY signal inh -10.5, CF NFkB inh -3.9, NCOA3 inh 5.9, NCOA2 inhibitor -1.2, KKLEB tox -6.3, TWEAK Fn14 block -12.2, LMP1 NFkB inh -11.2, SRC1 inh -2.8, TRAIL sens C8 -1.0 and COUP-TFII inh 0.8.
For CSc1ccccc1-c1nnc(-c2ccc(C)cc2)o1 the results were LRH-1 inv ag -113.0, TROY signal inh -68.0, CF NFkB inh -12.3, NCOA3 inh -94.5, NCOA2 inhibitor -43.7, KKLEB tox -28.1, TWEAK Fn14 block -4.7, LMP1 NFkB inh -22.6, SRC1 inh -69.6, TRAIL sens C8 61.7* and COUP-TFII inh -37.4.
`CC1CCCN(CCC(=O)Nc2ccc3c(c2)CCC3)C1` (centres undefined) gave LRH-1 inv ag 3.5, TROY signal inh 7.8, CF NFkB inh 6.6, NCOA3 inh 3.0, NCOA2 inhibitor -15.9, KKLEB tox 2.8, TWEAK Fn14 block -12.9, LMP1 NFkB inh -1.5, SRC1 inh -19.0, TRAIL sens C8 29.7 and COUP-TFII inh -24.8.
Screening Cc1ccc(C(=O)NCc2ccc3c(c2)OCO3)c(Cl)c1 returned LRH-1 inv ag -20.4, TROY signal inh -51.0, CF NFkB inh 10.8, NCOA3 inh -18.4, NCOA2 inhibitor -42.1, KKLEB tox -9.8, TWEAK Fn14 block -10.8, LMP1 NFkB inh -10.3, SRC1 inh -28.1, TRAIL sens C8 -8.8 and COUP-TFII inh 12.3.
CCCCCCCCN1C(=O)[C@H](CC(=O)NCC2CCCCC2)C[C@@]2(C(=O)OCC)CCCC=C12 was read as LRH-1 inv ag -3.4, TROY signal inh 51.1*, NCOA2 inhibitor 2.9, TWEAK Fn14 block -2.0, TRAIL sens C8 14.1 and COUP-TFII inh -6.9.
`OCC[C@@H]1C[C@@H](O)[C@H](O)[C@@]2(Cc3ccccc3O2)O1` gave LRH-1 inv ag -8.6, TROY signal inh -4.0, CF NFkB inh -7.1, NCOA3 inh 2.2, NCOA2 inhibitor -1.4, KKLEB tox 20.1, TWEAK Fn14 block -4.5, LMP1 NFkB inh -2.5, SRC1 inh -2.3, TRAIL sens C8 -6.4 and COUP-TFII inh -14.6.
`CS/C(=C\[N+](=O)[O-])Nc1ccc(F)cc1` gave LRH-1 inv ag 8.0, TROY signal inh 7.1, CF NFkB inh -5.6, NCOA3 inh -7.4, NCOA2 inhibitor 21.2, KKLEB tox 0.8, TWEAK Fn14 block 1.9, LMP1 NFkB inh 3.1, SRC1 inh 5.9, TRAIL sens C8 -13.9 and COUP-TFII inh -12.8.
`O=C(Nc1ccc(S(=O)(=O)O)cc1)c1ccc2c(c1)S(=O)(=O)c1ccccc1C2=O` gave LRH-1 inv ag 8.0, TROY signal inh -3.8, CF NFkB inh 8.1, NCOA3 inh -3.1, NCOA2 inhibitor 6.3, KKLEB tox -2.1, TWEAK Fn14 block -6.9, LMP1 NFkB inh 2.2, SRC1 inh -0.9, TRAIL sens C8 1.1 and COUP-TFII inh 3.3.
O=C(c1cc(COc2ccc(F)cc2F)on1)N1CC[C@@H]2CCCC[C@H]2C1 was read as LRH-1 inv ag 14.9, TROY signal inh -28.6, CF NFkB inh -25.9, NCOA3 inh -3.6, NCOA2 inhibitor -4.7, KKLEB tox -28.3, TWEAK Fn14 block -21.5, LMP1 NFkB inh -0.2, SRC1 inh -56.8, TRAIL sens C8 -1.7 and COUP-TFII inh 1.5.
For O=C(c1ccc(Cn2c(=S)[nH]c3ccc(Br)cc3c2=O)cc1)N1CCN(C2CCCCC2)CC1 the results were LRH-1 inv ag 0.7, TROY signal inh 34.8, CF NFkB inh 22.9, NCOA3 inh 11.4, NCOA2 inhibitor 17.3, KKLEB tox 1.1, TWEAK Fn14 block 8.9, LMP1 NFkB inh -1.4, SRC1 inh -10.2, TRAIL sens C8 -5.4 and COUP-TFII inh 6.1.
`CCOC(=O)CSc1nnc(COc2ccc3ccccc3c2)o1` gave LRH-1 inv ag -6.2, TROY signal inh -14.4, CF NFkB inh 4.6, NCOA3 inh -7.3, NCOA2 inhibitor 10.5, KKLEB tox -5.9, TWEAK Fn14 block 9.2, LMP1 NFkB inh 1.3, SRC1 inh 9.5, TRAIL sens C8 0.6 and COUP-TFII inh 8.7.
Screening COc1cc(NC(=O)C2CCCN(S(=O)(=O)c3cccc4nsnc34)C2)cc(OC)c1 (centres undefined) returned LRH-1 inv ag 1.9, TROY signal inh 2.8, CF NFkB inh 13.9, NCOA3 inh 12.4, NCOA2 inhibitor -11.6, KKLEB tox -0.4, TWEAK Fn14 block 1.6, LMP1 NFkB inh 0.8, SRC1 inh 0.5, TRAIL sens C8 6.1 and COUP-TFII inh -10.6.
For C=C1C(=O)O[C@@]23[C@H]1CC[C@@H](C)[C@@H]2CC[C@@]1(C)O[C@@H]31 the results were LRH-1 inv ag 25.6, TROY signal inh 3.6, CF NFkB inh 53.5*, NCOA3 inh -8.4, KKLEB tox 3.6, TWEAK Fn14 block 48.3, LMP1 NFkB inh 8.0, SRC1 inh 34.9 and TRAIL sens C8 3.3.
